Screens from PubChem.
BLM helicase inh = Bloom syndrome helicase (human) inhibition; P54132; recombinant BLM DNA unwinding, fluorescence dequenching; Potency, µM (series often up to 56.1 µM), for inactives: top-dose activity change, negative = inhibition, actives largely listed as inhibitors; hit rate 0.2% among 350,000;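 note: plate controls were vehicle for no effect and no enzyme for full effect; nearly all actives have a fitted effect of over 35% in size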
APEX1 inh = APE1 (human) endonuclease inhibition | recombinant APE1, TAMRA/BHQ-2 abasic DNA cleavage fluorescence | hit rate 0.35% among 350,000 | Potency, µM (top dose mostly 65.8 µM), without a hit: top-dose activity change, negative = inhibition, usual class: inhibitors | P27695;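 note: plate controls were vehicle for no effect and reference inhibitor for full effect; nearly all actives have a fitted effect of over 55% in size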
Target sequence (P27695 whole entry, looked up): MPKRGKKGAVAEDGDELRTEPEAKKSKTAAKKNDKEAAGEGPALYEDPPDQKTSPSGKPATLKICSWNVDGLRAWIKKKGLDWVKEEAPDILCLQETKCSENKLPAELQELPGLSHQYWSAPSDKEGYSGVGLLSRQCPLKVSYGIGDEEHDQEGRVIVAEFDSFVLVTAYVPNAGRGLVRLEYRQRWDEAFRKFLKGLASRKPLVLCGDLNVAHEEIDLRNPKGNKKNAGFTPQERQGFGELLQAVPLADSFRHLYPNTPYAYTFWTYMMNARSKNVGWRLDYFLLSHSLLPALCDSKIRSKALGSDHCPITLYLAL
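Readout is kinetic fluorescence (ex 525, em 598 nm) from cleavage of 50 nM TAMRA/BHQ-2 THF abasic duplex by 0.75 nM APE1, compound added 15 min beforehand at RT.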
Pol iota inh = DNA polymerase iota (human) inhibition; Q9UNA4; Pol iota fluorescent replication assay, 10 min; Potency, µM (top dose mostly 115 µM), for inactives: at the highest dose activity, negative = inhibition, most hits filed as inhibitors; hit rate 1% among 390,000; AID 588590
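Fluorescent replication assay read twice, at 0 min and 10 min after adding 50 nM (final) substrate. Enzyme (10 nM) and compounds were first incubated 15 min at room temperature; enzyme-free buffer wells were negative controls.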
POLB inh = DNA polymerase beta (human) inhibition; Pol beta primer extension/strand displacement, fluorescence kinetic; hit rate 1.3% among 340,000; Potency, µM (doses to about 114 µM), for inactives: at the top dose activity change, negative = inhibition, usual class: inhibitors; P06746; AID 485314; note: % is set by controls: 0 for no effect and ±100 for the full control effect
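Preincubation: enzyme (10 nM) with compound, 15 min, RT. Reaction: substrate added to 50 nM final. Reads: 0 and 10 min. Analysis: normalized, Hill fit.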
Pol eta inh = blocks human DNA polymerase eta activity; recombinant Pol eta, fluorescent DNA replication assay; Potency, µM (doses to about 114 µM), inactives show at the top dose activity change, negative = inhibition, most hits filed as inhibitors; hit rate 1.2% among 390,000; note: % is set by controls: 0 for no effect and ±100 for the full control effect
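Fluorescent replication assay: 50 nM final substrate added after a 15 min room-temperature compound preincubation with 10 nM enzyme. Signal taken at 0 min and again at 10 min.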
Anesthetic bind = binds horse apoferritin like a general anesthetic. AID 485281. apoferritin/1-aminoanthracene competitive binding, fluorescence. hit rate 0.074% among 350,000. Potency, µM (series often up to 77.5 µM), without a hit: top-dose activity change, negative = displacement, usual class: inhibitors. P02791; note: % is set by controls: 0 for no effect and ±100 for the full control effect; nearly all actives have a fitted effect of over 20% in size
Target sequence (P02791 2-175 limits assumed): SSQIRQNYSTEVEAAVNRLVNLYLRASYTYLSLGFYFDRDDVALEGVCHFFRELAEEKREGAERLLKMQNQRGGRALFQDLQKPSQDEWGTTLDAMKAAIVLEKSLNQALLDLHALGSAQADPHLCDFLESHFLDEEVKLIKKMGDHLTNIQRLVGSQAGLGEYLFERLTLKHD
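In PBS, apoferritin at 10 uM is loaded with 1-AMA from a 50% saturated solution. After 10 min of compound exposure at ambient temperature, reduced 535 nm fluorescence indicates probe displacement.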
POLK inh = blocks human DNA polymerase kappa activity. Q9UBT6. purified Pol kappa, fluorescent DNA synthesis assay, 10 min. Potency, µM (top dose mostly 107 µM), for the others: top-dose activity, negative = inhibition, most hits filed as inhibitors. hit rate 0.53% among 400,000. AID 588579; note: % is set by controls: 0 for no effect and ±100 for the full control effect
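Readout: fluorescence, taken kinetically at 0 and 10 min. Conditions: 10 nM Pol kappa, 15 min RT compound preincubation, 50 nM substrate final. Controls: enzyme-free buffer wells.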
BAZ2B inh = blocks human BAZ2B; Q9UIF8; hit rate 4.4% among 360,000; Potency, µM (top dose mostly 114 µM), for inactives: at the highest dose activity change, negative = inhibition, usual class: inhibitors; AID 504333; AlphaScreen BAZ2B-H3K14Ac peptide displacement; note: % is set by controls: 0 for no effect and ±100 for the full control effect; nearly all actives have a fitted effect of over 60% in size
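Multi-concentration screen (max 110 uM) measuring displacement of acetylated histone H3 peptide from BAZ2B by AlphaScreen, using 50 nM protein, 50 nM peptide and 10 ug/mL streptavidin donor plus Ni-chelate acceptor beads.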
G9a inh = blocks human histone lysine methyltransferase G9a. AID 504332. hit rate 8.8% among 350,000. G9a H3K9 monomethylation, AlphaScreen, 2 h. Potency, µM (doses to about 102 µM), for inactives: at the highest dose activity, negative = inhibition, usual class: inhibitors. Q96KQ7; note: % is set by controls: 0 for no effect and ±100 for the full control effect; nearly all actives have a fitted effect of over 75% in size
Target sequence (Q96KQ7 913-1193 limits assumed): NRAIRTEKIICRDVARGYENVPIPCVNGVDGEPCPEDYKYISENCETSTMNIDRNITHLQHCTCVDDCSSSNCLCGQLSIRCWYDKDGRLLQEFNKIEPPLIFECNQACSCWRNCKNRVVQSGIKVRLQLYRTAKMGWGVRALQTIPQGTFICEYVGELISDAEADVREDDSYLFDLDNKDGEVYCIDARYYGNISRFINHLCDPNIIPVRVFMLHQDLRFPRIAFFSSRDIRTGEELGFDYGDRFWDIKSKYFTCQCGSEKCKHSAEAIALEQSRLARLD
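Compounds were preincubated with 20 nM G9a for 15 min, after which biotinylated H3K9 peptide (500 nM) and SAM (20 uM) started a 2 h room-temperature reaction. Monomethylated product was quantified by antibody-based AlphaScreen chemiluminescence.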
Active calls of the source: *; ? = inconclusive; / = not tested or not shown; & = joins results of further samples; [ ] = remark or other dose. Calls come from the whole dose curve; as a rule, active = well fitted curve in the direction sought with a large enough effect; inconclusive = small, poorly fitted or top-dose-only effect, or another doubt; inactive = no such curve, though single readings can be large; an effect the other way counts as inactive or inconclusive. Potency is the fitted concentration of half-maximal effect. This is a subset. The share of hits here may be higher or lower than overall.

SMILES | BLM helicase inh | APEX1 inh | Pol iota inh | POLB inh | Pol eta inh | Anesthetic bind | POLK inh | BAZ2B inh | G9a inh
O=C(CN(c1cccc(Cl)c1)S(=O)(=O)c1ccc(Cl)cc1)N1CCc2ccccc2C1 | 2% | 12% | 116%[activator] | -13% | -18% | 61%[activator] | -5% | -8% | -4%
CC(=O)c1cccc(NS(=O)(=O)N2CCOCC2)c1 | 2% | -12% | 4% | 4% | -4% | -17% | 3% | 3% | -6%
O=C(NCCc1c[nH]c2ccccc12)/C(=C\c1cccnc1)NC(=O)c1ccco1 | 1% | 5% | 15% | 11% | -4% | -10% | -2% | -1% | -10%[59 µM]
COc1cc(NC(=O)CCNC(=O)Cn2ccc3ccccc3c2=O)cc(OC)c1OC | 1%&-1% | 22% | 111%&9%[activator] | 34%&25% | -22%&-6% | 0%&-6% | -4%&-1% | -13%&5% | 20%
COc1ccccc1C(=O)N(Cc1ccc(Cl)cc1)C1CCS(=O)(=O)C1 (stereo not drawn) | 2% | 23% | 55%[activator] | 21% | -8% | -5% | 1% | -1% | 21%
CCOC(=O)c1c(C)n(-c2ccccc2)c2ccc(OC(=O)c3ccccc3NC(=O)C(C)(C)C)cc12 | -2% | / | ? | -1% | -11% | -5% | -23% | -17% | -35%[59 µM]
O=C(Nc1cc(S(=O)(=O)Nc2ccccc2Cl)ccc1O)c1cc2c(s1)CCCC2 | -4% | -2% | ? | 7% | -3% | -10% | -26% | -20% | /
CCOC(=O)c1cnc2c(C)c(C)ccc2c1Nc1ccc(S(=O)(=O)Nc2ncccn2)cc1 | -9% | 4% | 3% | -21% | ? | 3% | -3% | -3% | -22%[59 µM]
Cc1nc2ccc(NC(=O)COc3ccccc3)cc2s1 | 0% | 0% | 52%[activator] | -21% | 3% | -4% | -12% | 3% | -3%
Cc1noc(C)c1S(=O)(=O)N1CCCC(C(=O)NCc2ccccc2Cl)C1 (stereo not drawn) | -4% | 46%[activator] | 37%[activator] | 39% | 4% | 5% | 6% | -2% | 7%
COc1ccc(C(CNC(=O)COc2cc(C)ccc2Cl)N2CCCCC2)cc1 (stereo not drawn) | / | -12% | -26% | / | -7% | / | -1% | -20% | -29%
O=C(Nc1cccnc1)c1coc(=O)c2ccccc12 | -1% | 1% | 25% | -17% | -12% | 1% | 1% | 5% | -28%[12.7 µM]
O=C(O)c1cccc(NC(=S)NC(=O)c2ccc(-c3ccc(Cl)cc3)o2)c1 | -16% | -3% | ? | ? | ? | -6% | -31% | ? | 45µM*
COc1ccc(-c2cc(C(=O)Nc3ccc(C)c(C)c3)no2)cc1 | 7% | 66%[activator] | 2% | 1% | -15% | 0% | 5% | 29% | -26%
COc1ccc(CSCC(=O)NCCC(C)C)cc1 | -3% | 5% | -17% | 17% | 0% | -9% | -19% | 4% | 17%
CCCC(=O)Nc1nnc(-c2ccc3c(c2)OCCO3)o1 | -5% | -2% | 84%[activator] | -1% | -17% | -8% | 7% | 79µM* | 3%
Cc1nn(-c2ccccc2)c(C)c1NC(=O)COC(=O)c1cccc(OC(F)F)c1 | / | 1% | 25% | / | -13% | / | -4% | 32%[activator] | -1%
CS(=O)(=O)N1CCN(c2ccc([N+](=O)[O-])c(SCc3ccco3)c2)CC1 | -16% | 6% | 26% | 5% | 7% | -17% | -4% | -15% | ?
COc1ccc(-c2nc(NC(=O)c3ccc(OCC(=O)N4CCOCC4)c(OC)c3)sc2C)cc1 | -4% | 17% | 10% | 1% | -24% | -9% | -10% | ? | ?
CCCCCn1c(C(Cc2ccccc2)NC(=O)COC)nc2ccccc21 (stereo not drawn) | -4% | -3% | 1% | -27% | -17% | -5% | 7% | -1% | -5%[59 µM]
CCN(CC)CCCn1c(=S)[nH]c2ccccc2c1=O | 34%[activator] | 2% | 38%[activator] | -1% | -5% | -10% | -18% | -30% | ?
Clc1cccc(OCCn2cncn2)c1Cl | -1% | 18% | 5% | 3% | -13% | 3% | -1% | 56µM* | ?
CCOc1ccc(S(=O)(=O)N(CC(=O)NCCc2ccc(OC)cc2)c2ccccc2)cc1 | -4% | / | 1% | -4% | -11% | 4% | -12% | -2% | -43%[59 µM]
Cc1cc(C(F)(F)F)nn1CC(=O)NNC(=S)Nc1ccc(Cl)cc1 | 0% | -5% | 3% | 21% | -5% | -9% | -15% | 2% | 8%[2.33 µM]
CCN(CC)c1ccc2cc(/C(N)=N/NC(=O)c3cccs3)c(=O)oc2c1 | -10% | 13% | / | -16% | / | -18% | / | -1% | 3%[12.7 µM]
CCC(=O)N1CCc2cc(S(=O)(=O)NC(Cc3ccccc3)C(=O)NC3CCCC3)ccc21 (stereo not drawn) | -12% | -1% | 12% | -1% | -6% | -18% | 8% | 10% | -2%
CCOc1ccccc1N1CC(C(=O)Nc2ccccc2N2CCCC2)CC1=O (stereo not drawn) | / | 44% | 30%[activator] | / | -18% | / | 3% | -3% | ?
COc1ccc(C(=O)N2CCC3(CCCN(Cc4ccccc4OC)C3)CC2)cc1 | -1% | -3% | / | / | / | / | 3%[60.1 µM] | / | -4%[12.7 µM]
O=C(O)c1ccc(S(=O)(=O)c2ccc(Sc3ccc(C(=O)O)c(C(=O)O)c3)cc2)cc1 | -9% | -4% | 22% | -13% | -15% | -3% | -28% | 50µM* | 45µM*
CCc1nnc(NC(=O)CSc2nnnn2-c2cccc(C(C)=O)c2)s1 | -3% | 2% | 0% | -9% | -1% | -9% | -7% | -31% | 12%

Reformatted as a markdown table: part of the list above
| SMILES | BLM helicase inh | APEX1 inh | Pol iota inh | POLB inh | Pol eta inh | Anesthetic bind | POLK inh | BAZ2B inh | G9a inh |
| --- | --- | --- | --- | --- | --- | --- | --- | --- | --- |
| O=C(Nc1cccnc1)c1coc(=O)c2ccccc12 | -1% | 1% | 25% | -17% | -12% | 1% | 1% | 5% | -28%[12.7 µM] |
| O=C(O)c1cccc(NC(=S)NC(=O)c2ccc(-c3ccc(Cl)cc3)o2)c1 | -16% | -3% | ? | ? | ? | -6% | -31% | ? | 45µM* |
| COc1ccc(-c2cc(C(=O)Nc3ccc(C)c(C)c3)no2)cc1 | 7% | 66%[activator] | 2% | 1% | -15% | 0% | 5% | 29% | -26% |
| COc1ccc(CSCC(=O)NCCC(C)C)cc1 | -3% | 5% | -17% | 17% | 0% | -9% | -19% | 4% | 17% |
| CCCC(=O)Nc1nnc(-c2ccc3c(c2)OCCO3)o1 | -5% | -2% | 84%[activator] | -1% | -17% | -8% | 7% | 79µM* | 3% |
| Cc1nn(-c2ccccc2)c(C)c1NC(=O)COC(=O)c1cccc(OC(F)F)c1 | / | 1% | 25% | / | -13% | / | -4% | 32%[activator] | -1% |
| CS(=O)(=O)N1CCN(c2ccc([N+](=O)[O-])c(SCc3ccco3)c2)CC1 | -16% | 6% | 26% | 5% | 7% | -17% | -4% | -15% | ? |
| COc1ccc(-c2nc(NC(=O)c3ccc(OCC(=O)N4CCOCC4)c(OC)c3)sc2C)cc1 | -4% | 17% | 10% | 1% | -24% | -9% | -10% | ? | ? |
| CCCCCn1c(C(Cc2ccccc2)NC(=O)COC)nc2ccccc21 (stereo not drawn) | -4% | -3% | 1% | -27% | -17% | -5% | 7% | -1% | -5%[59 µM] |
| CCN(CC)CCCn1c(=S)[nH]c2ccccc2c1=O | 34%[activator] | 2% | 38%[activator] | -1% | -5% | -10% | -18% | -30% | ? |
| Clc1cccc(OCCn2cncn2)c1Cl | -1% | 18% | 5% | 3% | -13% | 3% | -1% | 56µM* | ? |

(further entries)
SMILES | BLM helicase inh | APEX1 inh | Pol iota inh | POLB inh | Pol eta inh | Anesthetic bind | POLK inh | BAZ2B inh | G9a inh
CC(=O)c1cccc(N(CC(=O)NC2CCCCC2)C(=O)CCC(=O)Nc2nc(C)cs2)c1 | -3% | 18% | 20% | 24% | -5% | -12% | -1% | -15% | 13%
CCn1c(=S)sc2c(=O)n(CC(=O)Nc3cc(OC)ccc3OC)c(C)nc21 | -6% | -5% | 21% | 12% | -15% | 1% | 5% | -33%[57.1 µM] | 13%
CC1=C(C(=O)NCCCOC(C)C)C2(CCC(C)CC2)OC1=O (stereo not drawn) | 2% | -2% | 6% | 3% | 3% | -9% | -1% | 11% | 9%[59 µM]
COc1cc(/C(C)=N/Nc2ccc(C(=O)O)cc2)cc(OC)c1OC | 1% | -5% | 7% | 1% | -11% | -4% | -21% | 1% | ?
Cn1c(CSCc2ccc(Cl)cc2)n[nH]c1=S | 0% | -4% | -4% | 9% | 6% | -18% | -29% | -22% | 10µM*
Cc1cc(C)c2nc(N3CCC(C(=O)N4CCCC4)CC3)sc2c1 | -3% | -3% | 42%[activator] | -1% | -9% | -20% | -8% | -20% | 3%
OC[C@H]1O[C@@H](Oc2cc(O)cc(/C=C/c3ccc(O)cc3)c2)[C@H](O)[C@@H](O)[C@@H]1O | -9% | ? | / | 20µM* | / | 1% | / | -26% | 14%[59 µM]
CCC1CN(C(=O)N2CCC(C(=O)N3CCN(c4cc(C)ccc4C)CC3)CC2)c2ccccc2O1 (stereo not drawn) | -1% | / | 25% | 0% | -14% | ? | -3% | 2% | -1%[59 µM]
COc1cccc(OC)c1OCCCNC1CCCC1 | -12% | -1% | 13% | 27% | 2% | -15% | -8% | ? | /
CC(OC(=O)c1ccco1)C(=O)Nc1nc(-c2ccccc2)cs1 (stereo not drawn) | / | 37% | 9% | / | -11% | / | -10% | / | /
CCCCn1c(=O)[nH]c(=O)c2c1nc(-c1ccc(-c3ccc(F)cc3)o1)n2C | -5% | 2% | 26% | -17% | -11% | 5% | -13% | -15% | 26%[12.7 µM]
Cc1cccc(NC(=O)c2ccc(-n3c(C)nnc3C)cc2)c1 | 0% | / | 19% | 2% | -17% | 4% | -7%[60.1 µM] | -1% | 3%[59 µM]
Nc1c(C(=O)c2ccc(Cl)cc2)sc2nsc(SCCN3CCOCC3)c12 | -4% | 2% | 62%[activator] | 1% | -14% | -4% | 6% | 17% | /
